Source: PubChem (Sanford-Burnham Center for Chemical Genomics)
hIAP block: blocks human intestinal alkaline phosphatase; P09923; purified IAP, CDP-Star luminescence, 30 min; inhibition, % at 10 µM; 0.12% of 330,000 active;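 active means inhibition reaching a set limit with compound at 10 µM in the primary screen, cut at about 35% in these data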;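 further: plate controls were DMSO wells with enzyme for no effect and no-enzyme buffer wells for full effect; values of inactives mirror those of a sister screen read the other way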
mIAP inh: mouse IAP inhibition. inhibition, % at 10 µM. 0.2% of 330,000 active. purified mouse IAP, CDP-Star luminescence, 30 min;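 active means inhibition of at least 40% at 10 µM in the primary screen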;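 further: plate controls were DMSO with enzyme for no effect and no enzyme wells for full effect; values of inactives mirror those of a sister screen read the other way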
hIAP act: increases human intestinal alkaline phosphatase activity; activation factor at 10 µM; purified human IAP, CDP-Star luminescence, 30 min; hits give high values; 1 = vehicle-only enzyme, 0 = enzyme-free background; 0.16% of 330,000 active; AID 2524;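 active means activation factor of the enzyme at least 2-fold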; further: the source names both 10 and 20 µM as test concentration; values of inactives mirror those of a sister screen read the other way
tim10-1 inh: growth inhibitors of tim10-1 mutant yeast; inhibition, % at 20 µM; S. cerevisiae tim10-1 ts strain growth, BacTiter-Glo, 24 h; 2.2% of 330,000 active;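 active means inhibition of at least 40%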;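 further: mutant grown at 25 °C; 0% = DMSO wells with yeast and 100% = wells holding no yeast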
NLRP3 yeast inh: blocks the NALP3 inflammasome reconstituted in yeast | Yeast reconstituted NLRP3/ASC/caspase-1, beta-gal luminescence, 24 h | inhibition, % at 10 µM | 0.39% of 330,000 active;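 active means inhibition of 50% or more; inactive means inhibition below 50%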;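 further: plate controls were induced DMSO wells for no effect and uninduced yeast grown without galactose for full effect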
TIM10 inh: growth inhibitors of TIM10 yeast strain. S. cerevisiae TIM10 strain growth, BacTiter-Glo luminescence, 24 h. inhibition, % at 10 µM. 1.4% of 330,000 active;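 active means inhibition of 40% or more at the single tested concentration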;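 further: wild-type TIM10 isogenic control strain grown at permissive 25 °C; 0% = DMSO yeast wells and 100% = minimal medium wells without yeast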
Apaf1 inhib: inhibitors of human Apaf-1 apoptosome; O14727; reconstituted apoptosome caspase-3 activity, DEVD-Rh110 fluorescence; inhibition, % at 20 µM; 0.71% of 330,000 active; active means inhibition of at least 40% at 20 µM;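 further: plate controls were DMSO wells for no effect and DEVD-CHO caspase inhibitor wells for full effect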
Target sequence (O14727 whole entry, looked up): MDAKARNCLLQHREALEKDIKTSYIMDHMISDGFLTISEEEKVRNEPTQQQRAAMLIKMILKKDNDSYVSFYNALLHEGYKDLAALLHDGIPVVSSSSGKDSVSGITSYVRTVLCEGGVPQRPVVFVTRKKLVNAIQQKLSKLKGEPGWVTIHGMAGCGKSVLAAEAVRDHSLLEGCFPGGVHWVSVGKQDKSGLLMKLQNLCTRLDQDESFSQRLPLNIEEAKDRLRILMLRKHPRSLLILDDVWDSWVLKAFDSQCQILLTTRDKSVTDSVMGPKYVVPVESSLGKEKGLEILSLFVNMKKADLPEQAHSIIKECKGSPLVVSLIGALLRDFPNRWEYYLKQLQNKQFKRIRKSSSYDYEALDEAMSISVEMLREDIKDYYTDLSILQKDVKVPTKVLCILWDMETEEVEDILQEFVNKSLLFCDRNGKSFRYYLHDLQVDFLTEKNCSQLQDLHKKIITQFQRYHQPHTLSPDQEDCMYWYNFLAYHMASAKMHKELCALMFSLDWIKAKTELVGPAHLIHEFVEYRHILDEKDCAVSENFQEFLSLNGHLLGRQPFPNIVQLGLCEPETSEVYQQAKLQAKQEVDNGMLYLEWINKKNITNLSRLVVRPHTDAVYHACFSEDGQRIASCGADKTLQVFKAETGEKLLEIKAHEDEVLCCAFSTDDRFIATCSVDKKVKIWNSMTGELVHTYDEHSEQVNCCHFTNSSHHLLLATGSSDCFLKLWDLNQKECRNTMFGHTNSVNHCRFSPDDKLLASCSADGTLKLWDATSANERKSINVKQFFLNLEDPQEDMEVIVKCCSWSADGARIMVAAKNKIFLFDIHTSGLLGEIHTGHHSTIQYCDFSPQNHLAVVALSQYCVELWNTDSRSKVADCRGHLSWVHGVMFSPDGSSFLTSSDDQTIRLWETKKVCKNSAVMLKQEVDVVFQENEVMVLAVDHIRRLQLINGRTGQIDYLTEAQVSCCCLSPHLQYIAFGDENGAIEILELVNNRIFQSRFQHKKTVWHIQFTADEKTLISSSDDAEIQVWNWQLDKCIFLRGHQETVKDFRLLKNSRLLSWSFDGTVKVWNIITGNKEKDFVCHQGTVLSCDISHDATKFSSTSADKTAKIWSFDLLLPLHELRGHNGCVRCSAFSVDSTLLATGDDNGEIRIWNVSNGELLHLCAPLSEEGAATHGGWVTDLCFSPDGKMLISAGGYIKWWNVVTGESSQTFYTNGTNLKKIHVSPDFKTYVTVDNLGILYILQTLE
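Assay system: Apoptosome proteins | Medium: pH 7.5 Hepes buffer with CHAPS, BSA, DTT | Also added: Cytochrome c and DEVD-Rh110 substrate | Times: 30 min plus 50 min, RT | Detection: Rhodamine 110 fluorescence at Ex 480/Em 540 nm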
ATG4B inh: ATG4B (human) cysteine protease inhibition; ATG4B cleavage of LC3-PLA2, NBD-HPC fluorescence, 1 h; inhibition, % at 8.33 µM; 0.51% of 340,000 active; in the data active means inhibition above about 40%
mIAP activ: mouse IAP activation; activation factor at 10 µM; AID 2805; 0.24% of 330,000 active; muIAP, CDP-Star luminescence, 30 min; hits give high values; 1 = vehicle-only enzyme signal, 0 = enzyme-free wells;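 active means activation factor of at least 2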; further: the source names both 10 and 20 µM as test concentration; values of inactives mirror those of a sister screen read the other way
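Assay system: mouse IAP enzyme / Compound: DMSO-dissolved test compounds / Timing: 30 min, room temperature / Measured by: luminescence from enzymatic CDP-Star hydrolysis / Control set: DMSO-only wells, enzyme-free buffer wells as negative control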
Numbers without * were called inactive; x = not tested or not shown.

Results follow in this order: hIAP block	mIAP inh	hIAP act	tim10-1 inh	NLRP3 yeast inh	TIM10 inh	Apaf1 inhib	ATG4B inh	mIAP activ
CCn1nnc(NC(=O)COc2cc(C)ccc2C(C)C)n1
→ 15	6	0.85	15	35	19	-10	0	0.94
Clc1ccc(-c2ccc(/C=N/Nc3nncc(-c4ccccc4)n3)o2)cc1
→ -4	7	1	10	9	9	14	-8	0.93
CCCN(CC(=O)Nc1ccccc1C)C(=O)/C=C/c1ccc(OCC)c(OC)c1
→ 6	3	0.94	23	3	5	21	2	0.97
O=C(Nc1ccccn1)c1ccc(CN(c2ccccc2)S(=O)(=O)c2ccccc2)cc1
→ -7	-3	1.1	27	14	0	18	-2	1
COc1ccc(NC2CS(=O)(=O)CC2NCc2ccco2)cc1 (centres undefined)
→ 11	2	0.89	-1	7	3	-2	-9	0.98
COc1ccc(C(C)=O)cc1COC(=O)c1ccc2ccccc2n1
→ -3	12	1	11	17	-3	6	-8	0.88
O=C(NC1CCOCC1)C1CCC(=O)N(Cc2ccc(Cl)cc2)C1 (centres undefined)
→ -20	3	1.2	-15	9	1	-5	9	0.97
Cc1c(C(=O)c2ccccc2)c2ccccn2c1CCc1ccccn1
→ -5	-2	1.1	-1	12	-15	-15	-1	1
CNS(=O)(=O)c1cccc(C(=O)OCc2cc(=O)oc3c(C)c(O)ccc23)c1
→ -4	0	1	-23	8	-21	1	-10	1
Cc1cc(=O)oc2cc(OCC(=O)NC(Cc3c[nH]c4ccc(O)cc34)C(=O)O)c(Cl)cc12 (centres undefined)
→ 5	-7	0.95	16	9	12	-1	-11	1.1
O=C(NCC1CCCO1)c1onc(CSc2ccc(F)cc2)c1C(=O)O (centres undefined)
→ -4	2	1	-10	6	7	4	-10	0.98
CCCCN1C(=O)Nc2ccccc2S1(=O)=O
→ 8	7	0.92	-9	22	-2	-9	-1	0.93
CN(CC(=O)Nc1c(Cl)cccc1Cl)C(=O)c1ccc(-n2cncn2)c([N+](=O)[O-])c1
→ 18	-8	0.82	7	18	12	1	-2	1.1
COc1ccc(N2CC(C(=O)N[C@H](C(=O)NC3CCCC3)C(C)C)CC2=O)cc1 (some centres undefined)
→ 3	-2	0.97	-10	4	3	8	1	1
Cc1ccc(S(=O)(=O)CCC(=O)OCC(=O)NCc2ccccc2)cc1
→ -3	-4	1	16	19	8	5	-1	1
CON(C)S(=O)(=O)c1ccc2c(c1)N(Cc1ccc(C)cc1)C(=O)C1CCCN21 (centres undefined)
→ 7	7	0.93	3	8	-3	12	-6	0.93
CSc1ncc(CN2CCc3c([nH]c4ccccc34)C2c2cccc(C)n2)cn1 (centres undefined)
→ -2	0	1	22	-10	14	19	11	1
CC(=O)Nc1nonc1-n1nnc(C(=O)NCc2ccccc2)c1C
→ -11	-12	1.1	6	4	-4	18	-5	1.1
CCCc1nnc(SCC(=O)N2CCOCC2)n1Cc1ccco1
→ -8	8	1.1	12	5	7	-15	-5	0.92
O=C(OC1CCOC1=O)c1ccc2ccccc2n1 (centres undefined)
→ -9	-2	1.1	5	14	-9	7	0	1
O=S(=O)(Nc1ccc(Cl)c(C(F)(F)F)c1)c1cnc[nH]1
→ -11	3	1.1	-9	2	-16	8	-12	0.97
O=S1(=O)CCN(Cc2cccc(Cl)c2)CC1
→ 2	-6	0.98	5	0	9	-2	0	1.1
Cc1ccc(-n2nccc2-c2nn(-c3cccc(C(F)(F)F)c3)c(=O)n(C)c2=O)cc1
→ 5	1	0.95	-6	-11	0	0	-11	0.99
COc1cc(-c2cc(C(=O)Nc3cccc(S(=O)(=O)N(C)C)c3)c3ccccc3n2)cc(OC)c1OC
→ -2	12	1	-2	14	11	18	-9	0.88
O=C(CN1CCN(Cc2ccc3c(c2)OCO3)CC1)Nc1ccc(F)cc1
→ -11	2	1.1	-19	17	-1	-20	7	0.98
COc1ccc(/C=C2\SC(=S)N(CCCC(=O)Nc3ccc(C(=O)O)cc3)C2=O)cc1OC
→ -10	8	1.1	12	15	4	12	-12	0.92
Cc1ccnc(NS(=O)(=O)c2ccc(NS(=O)(=O)c3ccc(Br)cc3)cc2)n1
→ 3	4	0.97	15	11	-2	-2	8	0.96
C/C(=N\NC(=O)c1cccc2ccccc12)c1cccnc1
→ 10	-6	0.9	5	15	2	8	-6	1.1
O=C(c1ccccc1)c1ccc(CN2C(=O)c3ccccc3C2=O)o1
→ 9	-1	0.91	35	11	23	-11	8	1
COc1ccc(CNC(=O)c2ccc(Br)cc2)cc1
→ -15	-16	1.2	6	27	-51	1	x	1.2

Next section
Results follow in this order: hIAP block	mIAP inh	hIAP act	tim10-1 inh	NLRP3 yeast inh	TIM10 inh	Apaf1 inhib	ATG4B inh	mIAP activ
COC(=O)c1ccc(C(=O)OC)c(NC(=S)N2CCCC2)c1
→ 17	40	0.83	19	12	7	-3	-1	0.6
O=[N+]([O-])C1=CC=C2C(=NC3(CCCCC3)N2O)C1=NCCc1ccccc1
→ 2	4	0.98	13	19	7	29	8	0.96
O=C(O)CSc1nnc(CNc2cccc(C(F)(F)F)c2)n1Cc1ccco1
→ 13	10	0.87	5	3	-10	9	-1	0.9
Cc1nn(CC(=O)NCc2ccc(C(=O)O)cc2)c(C)c1[N+](=O)[O-]
→ 20	1	0.8	-6	11	-2	0	6	0.99
c1ccc(Nc2nc(Nc3ccccc3)nc(N3CCNCC3)n2)cc1
→ 7	8	0.93	4	15	-2	1	5	0.92
CCC1C(=O)N=C(SCC(=O)Nc2ccc(C(=O)OC)cc2)NC1=O (centres undefined)
→ 3	2	0.97	10	3	-2	-12	0	0.98
Cc1ccc(S(=O)(=O)Cc2c(C)noc2C)cc1
→ 2	5	0.98	10	-8	4	0	5	0.95
CC(C)C[C@@H](CSc1ccc(Br)cc1)N1CCN(CC(C)C)CCC1=O
→ 7	-6	0.93	40*	23	0	20	7	1.1
CCOc1ccc(CNC(=O)CCS(=O)(=O)Cc2ccccc2C)cc1OC
→ -1	-9	1	-1	6	-1	-18	2	1.1
Cc1ccc(-n2c(Cc3cccn3C)nnc2SCC(N)=O)cc1
→ 0	-15	1	5	-2	-10	-2	9	1.2
Cc1ccc(-c2nn(-c3ccccc3)cc2CSC(=N)N)cc1
→ -1	-6	1	20	13	5	25	7	1.1
CC(=O)C1=NN(c2ccccc2)C(c2cccs2)N1c1ccccc1 (centres undefined)
→ 7	3	0.93	26	-4	9	14	x	0.97
Cc1ccc2c(c1)c(C)c(C)n2CC(O)Cn1nc(C)cc1C (centres undefined)
→ -17	-1	1.2	35	13	14	6	-6	1
CCOc1ccccc1CN1CCN(C2CCN(c3ccccc3F)CC2)CC1CCO (centres undefined)
→ 14	5	0.85	13	9	8	4	-7	0.95
Cn1cnnc1SCC(=O)Nc1ccc(Br)cc1F
→ 9	5	0.91	7	0	-17	-7	13	0.95
CC(C)(C)OC(=O)N1CCOCCOCCN(C(=O)OC(C)(C)C)CCOCC1
→ 1	-1	0.99	33	-1	23	6	-4	1
O=C(CCNC(=O)c1ccc(Br)cc1)Nc1ccc(S(=O)(=O)Nc2ncccn2)cc1
→ 6	0	0.94	-2	1	10	5	2	1
CC(=O)c1c(C)[nH]c(C(=O)CSc2nnc(-c3cccs3)n2Cc2ccccc2)c1C
→ 3	4	0.97	18	11	16	-2	5	0.96
COc1ccc(C)cc1-n1nnnc1SCC(=O)NC1CCS(=O)(=O)C1 (centres undefined)
→ 10	0	0.91	-10	13	-2	-18	-8	1
CCOc1ccc(C2CC(=O)NC2=O)cc1 (centres undefined)
→ 1	2	0.99	5	17	-3	-1	6	0.98
C#CC(C)(C)NC(=S)NC1CC2C=CC1C2 (centres undefined)
→ -15	-1	1.2	8	-6	6	-14	-6	1
O=C(O)c1ccc(Nc2cnc3ccccc3n2)cc1
→ 2	-3	0.98	3	-5	9	-11	-9	1
COc1ccnc2c1c(=O)n(Cc1ccccc1Cl)c(=O)n2C
→ 7	-4	0.93	14	9	5	5	-13	1
CC1=CC(=O)C(C(C)C)=C/C1=C(\c1cc(C(C)C)c(OP(=O)(O)O)cc1C)c1ccccc1C(=O)O
→ 4	5	0.96	16	8	21	8	11	0.95
N#Cc1ccc(NC(=O)c2cc(=O)c3ccccc3o2)cc1
→ 13	-2	0.87	6	1	7	-20	2	1
Cc1nsc2c1ccc1ccccc12
→ -6	3	1.1	12	8	7	-3	-3	0.97
Cc1ccc(CN(C(=O)c2ccco2)C(C(=O)NC2CCCC2)c2ccc(N3CCOCC3)cc2)cc1 (centres undefined)
→ 10	-8	0.9	15	2	24	16	-15	1.1
COC(=O)c1ccc(NCN2C(=O)C3C4CCC(C4)C3C2=O)cc1 (centres undefined)
→ 9	-6	0.91	17	-1	18	-2	-1	1.1
CCCOc1cccc(-c2cc(C(=O)NNC(=S)NCC)c3ccccc3n2)c1
→ -71	6	1.7	54*	6	33	2	-4	0.94
CCCCN1C[C@H](C)[C@@H](CC(=O)NCc2ccccc2)C1=O
→ 8	-6	0.92	5	13	-1	-6	0	1.1

Single records, as listed above. Order of screens: hIAP block, mIAP inh, hIAP act, tim10-1 inh, NLRP3 yeast inh, TIM10 inh, Apaf1 inhib, ATG4B inh, mIAP activ
Cc1nn(CC(=O)NCc2ccc(C(=O)O)cc2)c(C)c1[N+](=O)[O-] is listed with 20, 1, 0.8, -6, 11, -2, 0, 6, 0.99
Cc1ccc(CN(C(=O)c2ccco2)C(C(=O)NC2CCCC2)c2ccc(N3CCOCC3)cc2)cc1 (centres undefined) is listed with 10, -8, 0.9, 15, 2, 24, 16, -15, 1.1
CCCOc1cccc(-c2cc(C(=O)NNC(=S)NCC)c3ccccc3n2)c1 is listed with -71, 6, 1.7, 54*, 6, 33, 2, -4, 0.94
COc1ccnc2c1c(=O)n(Cc1ccccc1Cl)c(=O)n2C is listed with 7, -4, 0.93, 14, 9, 5, 5, -13, 1

Other compounds
Results follow in this order: hIAP block	mIAP inh	hIAP act	tim10-1 inh	NLRP3 yeast inh	TIM10 inh	Apaf1 inhib	ATG4B inh	mIAP activ
COc1ccccc1NC(=O)c1c([N+](=O)[O-])cnn1C
→ 5	4	0.95	-8	10	-9	-1	4	0.96
COc1cccc(C(=O)Nc2ccc3[nH]ncc3c2)c1
→ 26	-2	0.74	-5	18	6	-12	4	1
S=C(NCCc1ccccc1)Nc1ccc(Cl)cc1
→ 12	-92	0.88	11	41	21	7	-3	1.9
Cc1onc(-c2ccccc2Cl)c1C(=O)N1CCC(Cc2ccccc2)CC1
→ 2	-11	0.98	-12	1	-272	15	-2	1.1
CCN1C(=O)c2ccccc2S(=O)c2ccc(C(=O)N3CCOCC3)cc21 (centres undefined)
→ -17	-3	1.2	-1	1	-12	-4	-5	1
CC1(C)CC(=O)C2=C(C1)N=C1SCCC(=O)N1C2c1cccc([N+](=O)[O-])c1 (centres undefined)
→ -4	7	1	10	9	4	3	0	0.93
Cc1ccc(C2=Nc3ccccc3N(C(=O)c3ccccc3)C(C)C2)cc1 (centres undefined)
→ -1	7	1	39	8	33	25	-7	0.93
CCOC(=O)CN(C(=O)CSc1nnc(-c2ccncc2)n1CCCN(C)C)c1ccccc1
→ 16	1	0.84	11	3	-2	2	1	0.99
CS(=O)(=O)Nc1ccc(C(=O)NCCSCc2c(F)cccc2Cl)cc1
→ -17	-3	1.2	-1	3	13	3	-6	1
O=C(Cn1nc(-c2ccc(F)cc2)ccc1=O)Nc1ccc(C(=O)NC2CC2)cc1
→ -2	-5	1	16	-9	-2	3	4	1.1
CCn1c(CNC(=O)c2cccc(C)c2)nnc1SCC(=O)NC1CCCC1
→ -1	0	1	-5	11	2	1	1	1
Cn1nnc(C(O)CNCc2cccs2)n1 (centres undefined)
→ 8	6	0.92	2	10	7	-11	0	0.94
CCN(CC)CCn1c2ccc(Cl)cc2c2nc(C)sc21
→ -18	0	1.2	-10	-11	4	-6	-15	1
